Source: PubChem (several laboratories)
Mtb FBA inh: inhibitors of M. tuberculosis fructose-bisphosphate aldolase; P9WQA3; purified M. tuberculosis FBA, fluorescence read-out; inhibition, % at 1 µM; 360,000 compounds, 2.3% hits; in the data active = inhibition above about 27%;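 note: 0% = vehicle and 100% = reference inhibitor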
Target sequence (P9WQA3 whole entry, looked up): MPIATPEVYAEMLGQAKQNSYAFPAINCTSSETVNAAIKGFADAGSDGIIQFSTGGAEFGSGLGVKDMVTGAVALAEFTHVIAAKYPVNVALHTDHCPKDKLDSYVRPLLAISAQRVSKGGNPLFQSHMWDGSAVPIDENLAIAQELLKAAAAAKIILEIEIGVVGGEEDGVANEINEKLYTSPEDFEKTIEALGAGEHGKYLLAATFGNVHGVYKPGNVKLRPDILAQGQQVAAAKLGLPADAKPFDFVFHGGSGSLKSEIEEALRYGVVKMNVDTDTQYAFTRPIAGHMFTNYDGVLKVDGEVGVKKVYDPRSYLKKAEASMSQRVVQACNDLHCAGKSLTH
FadD28 binding: inhibitors of Mycobacterium tuberculosis FadD28 bisubstrate binding; AID 588549; inhibition, % at 12.5 µM; FadD28 bisubstrate probe binding, fluorescence polarization; 360,000 compounds, 0.22% hits; in the data active = inhibition above about 8.5%, passing the limit was not always enough; inconclusive = no clear call, values can overlap the other calls
Anthrax LF prot: blocks Bacillus anthracis lethal factor protease; AID 588501; inhibition, % at 10 µM; P15917; 360,000 compounds, 0.12% hits; multiplex microsphere protease cleavage assay, LF; note: plate controls were buffer without enzyme for full effect and enzyme alone for no effect
GDH-TPI counter: inhibits GDH-TPI coupling enzymes, artifact for Mtb FBA screen; AID 588335; 360,000 compounds, 1.2% hits; inhibition, % at 4.8 µM; GDH-TPI coupled enzyme counterscreen, NADH absorbance; in the data active = inhibition above about 30%;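 note: 0% = DMSO wells and 100% = wells lacking the enzyme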
PfHsp40 yeast: compounds rescuing yeast from Plasmodium falciparum HSP40 toxicity; growth rescue, % at 12.5 µM; 340,000 compounds, 0.68% hits; S. cerevisiae expressing PfHsp40, growth rescue, ATP luminescence; in the data active = growth rescue above about 28%, passing the limit was not always enough; inconclusive = no clear call, values can overlap the other calls;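 note: yeast W303a lacking pdr1 and pdr3 grown in galactose medium; growth measured after three days at 30 °C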
UGM FP inh: Mtb UDP-galactopyranose mutase inhibition. AID 504406. P9WIQ1. purified UGM, fluorescence polarization probe displacement. 320,000 compounds, 0.06% hits. inhibition, % at 10 µM; in the data active = inhibition above about 10%, passing the limit was not always enough; inconclusive = no clear call, values can overlap the other calls
Target sequence (P9WIQ1 whole entry, looked up): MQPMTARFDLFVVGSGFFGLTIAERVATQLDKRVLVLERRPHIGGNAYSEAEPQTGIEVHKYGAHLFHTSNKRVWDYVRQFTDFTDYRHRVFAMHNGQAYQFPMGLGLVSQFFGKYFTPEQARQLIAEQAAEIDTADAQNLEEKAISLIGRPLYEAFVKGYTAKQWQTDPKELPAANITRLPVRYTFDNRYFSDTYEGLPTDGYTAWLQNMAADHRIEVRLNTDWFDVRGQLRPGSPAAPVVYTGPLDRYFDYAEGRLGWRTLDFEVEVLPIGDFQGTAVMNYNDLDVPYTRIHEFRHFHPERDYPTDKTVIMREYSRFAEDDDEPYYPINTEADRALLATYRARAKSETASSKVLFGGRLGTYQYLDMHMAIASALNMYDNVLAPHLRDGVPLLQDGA
BoNT-F LC inh: BoNT F light chain protease inhibition; Multiplex microsphere protease cleavage assay, flow cytometry; inhibition, % at 10 µM; 360,000 compounds, 0.22% hits; AID 588497; in the data active = inhibition above about 35%, passing the limit was not always enough; inconclusive = no clear call, values can overlap the other calls; note: plate controls were buffer without enzyme for full effect and enzyme alone for no effect
Mtb BioA inh: inhibitors of Mycobacterium tuberculosis BioA enzyme. purified M. tuberculosis BioA enzyme, plate reader. inhibition, % at 9.99 µM. 360,000 compounds, 0.096% hits; in the data active = inhibition above about 40%; inconclusive = no clear call, values can overlap the other calls
BoNT-A LC inh2: BoNT A light chain protease inhibition. multiplex microsphere protease substrate cleavage, flow cytometry. inhibition, % at 10 µM. 360,000 compounds, 0.17% hits; note: plate controls were buffer without enzyme for full effect and enzyme alone for no effect
The depositor's hits bear a star; ? = inconclusive; . = not tested or not shown. Cut-off read from the data, not from the text of the source, unless noted: active = inhibition above about 30%; inconclusive = no clear call, values can overlap the other calls; inactive = below that.

no. | Structure | Mtb FBA inh | FadD28 binding | Anthrax LF prot | GDH-TPI counter | PfHsp40 yeast | UGM FP inh | BoNT-F LC inh | Mtb BioA inh | BoNT-A LC inh2
1 | COc1ccccc1-c1c(C)nn2c(N3CCN(c4ccccc4OC)CC3)cc(C)nc12 | -1 | -2.9 | -7 | -3 | 1.7 | 2.6 | -8 | 0.1 | -0.4
2 | COC(=O)C(Cc1ccc(N(CCCl)CCCl)cc1)N=Cc1ccccc1O (configuration not stated) | 0 | -2.1 | 11 | 3 | -0.4 | 0.7 | -32 | 0.0 | -2.0
3 | CC(=O)Nc1ccc(NC(=O)Cn2c(-c3ccc(F)cc3)cnc2SCC(=O)Nc2c(C)cccc2C)cc1 | 0 | -1.9 | ? | 3 | -0.4 | -1.2 | ? | -0.9 | ?
4 | Cc1cc(=O)oc2c(O)c(O)ccc12 | 2 | -0.6 | 2 | 4 | -0.8 | . | -8 | 0.1 | 0.3
5 | Cn1cc(/C=C/C(=O)N2CCCC(C(=O)c3ccc(C(F)(F)F)cc3)C2)cn1 (configuration not stated) | -1 | -2.6 | 0 | 4 | ? | 0.9 | -1 | . | 0.4
6 | CC(=O)NC(c1ccccc1)c1nc(-c2cccc(C(F)(F)F)c2)cs1 (configuration not stated) | -4 | -3.3 | -8 | 0 | . | . | -5 | -1.4 | -0.8
7 | CCCCc1c(C)nc(Nc2ccc(OC)cc2)[nH]c1=O | 2 | -3.2 | -2 | 4 | 0.1 | -0.5 | -10 | -1.4 | 0.7
8 | COc1ccc2c(c1)C1CC(C)(NC(=O)C1C(=O)c1ccccc1)O2 (configuration not stated) | 1 | -0.3 | 1 | 6 | -0.2 | 1.0 | -1 | -0.9 | -1.4
9 | Cc1onc(-c2c(F)cccc2Cl)c1C(=O)Nc1nccs1 | 1 | -1.6 | -2 | 9 | -0.7 | -0.3 | -2 | -0.3 | -0.5
10 | Cc1ccc(NC(=O)C2CCN(S(=O)(=O)c3ccc4c(c3)NC(=O)C(C)S4)CC2)c(Cl)c1 (configuration not stated) | 1 | -3.5 | -2 | 5 | 0.6 | 1.3 | 12 | -2.4 | -0.6
11 | CC1(C)Cc2cccc(Oc3ccc(S(=O)(=O)N4CCCCC4)cn3)c2O1 | 4 | -0.4 | 3 | -8 | -2.2 | -0.3 | 0 | 0.9 | 0.0
12 | COC(=O)C1=C(C)N(C)C(=S)NC1c1cc(OC)ccc1OC (configuration not stated) | 3 | -0.4 | -3 | 8 | 0.3 | -0.1 | -1 | . | -0.2
13 | CCc1ccc(NC(=O)CCC(=O)N2CCSc3ccccc32)cc1 | 4 | -0.1 | -3 | 12 | 1.6 | 4.6 | -1 | -5.2 | -0.1
14 | CC(C)CN(C(=O)COC(=O)CCSc1ccc(F)cc1)c1c(N)n(Cc2ccccc2)c(=O)[nH]c1=O | 3 | -2.2 | -6 | 5 | 0.2 | . | -4 | -0.2 | -5.0
15 | CC1=NN(C(N)=S)C(=O)C1N=Nc1ccc(Cl)cc1 (configuration not stated) | -7 | -0.8 | 6 | 10 | -1.2 | 0.3 | ? | -0.7 | -4.5
16 | Cn1c(N/N=C/c2c[nH]c3ccccc23)nc2ccccc21 | 2 | ? | -7 | 58* | 3.9 | 0.0 | -21 | -0.5 | 0.2
17 | CCOc1ccc(OC(=O)c2cccc(S(=O)(=O)N3CCN(C)CC3)c2)cc1 | 0 | -3.6 | 4 | -10 | -0.6 | 0.4 | ? | -1.1 | -1.2
18 | O=C(CN1CCCCC1)N/N=C/c1ccc(Cl)cc1Cl | 4 | 0.2 | 3 | 11 | -1.3 | -0.3 | 42* | -0.6 | 2.9
19 | O=C(NCc1ccc2c(c1)OCO2)c1cc(=O)[nH]c2ccccc12 | -7 | -5.1 | 2 | 4 | -1.1 | -1.1 | 0 | 0.1 | -0.1
20 | O=C(NCc1cccnc1)c1c(F)c(F)c(F)c(F)c1F | 3 | 1.4 | 12 | 9 | 0.1 | 0.3 | 15 | 0.5 | 2.0
21 | Cc1ccc(C)c(OCCCCN2CCCCC2)c1 | 2 | -1.3 | 25 | -4 | -0.2 | 2.2 | ? | 1.4 | 2.3
22 | N#Cc1ccc(C23CC4(C2)[C@H](CN(Cc2ccc(-c5ccccc5)cc2)[C@@H]4c2ccccc2)C3c2ccccc2)cc1 (some centres not stated) | 0 | -1.5 | -4 | 12 | -0.1 | 3.7 | -10 | -1.4 | 0.1
23 | COc1ccccc1NS(=O)(=O)c1cccc(C(=O)N/N=C/c2cn(-c3ccccc3)nc2-c2ccccc2)c1 | -1 | -4.0 | 1 | 10 | 24 | . | 1 | . | 0.4
24 | CC(=O)c1ccc(NC(=O)CN2CCC(C(=O)c3ccc4c(c3)OCCO4)CC2)cc1 | -1 | -3.5 | 10 | -7 | 0.2 | -0.3 | -30 | -1.4 | -5.3

Further records:
Under each structure: Mtb FBA inh	FadD28 binding	Anthrax LF prot	GDH-TPI counter	PfHsp40 yeast	UGM FP inh	BoNT-F LC inh	Mtb BioA inh	BoNT-A LC inh2
25) C/C(=N\NC(=S)NCCc1ccccc1)c1cccc(Br)c1
  0	-2.3	-12	4	-0.9	-1.0	-5	1.5	-1.0
26) Cc1cc(C)nc(NC(=NCCc2c[nH]c3ccccc23)NC(=O)Nc2ccc(Cl)cc2)n1
  -7	-3.2	-2	5	3.0	0.0	-6	2.8	-1.3
27) CCN1C(=O)[C@@H]2[C@@H](c3ccc(-c4ccc5c(c4)OCO5)c(OC)c3)N3CCCC[C@@]3(C(=O)OC)[C@@H]2C1=O
  0	-0.4	-1	0	1.6	-2.0	-2	-1.0	-0.2
28) O=C(NC(=O)N1CCCc2ccccc21)c1ccccc1
  0	-1.1	6	2	-1.3	-5.8	-3	.	9.7
29) CCc1ccc(N(CC(=O)Nc2nc3ccc(C)cc3s2)S(=O)(=O)c2c(C)noc2C)cc1
  2	-1.5	-16	-2	2.6	0.9	-59	0.2	-3.4
30) COc1ccccc1C(c1nnnn1CCc1ccccc1)N1CCCCCC1 (configuration not stated)
  -15	-4.1	3	6	-1.1	-1.4	?	0.5	-0.3
31) Brc1ccc(-c2nnc(-c3ccccc3)o2)o1
  16	-2.5	-1	-1	-0.3	2.9	-4	0.6	-2.7
32) Cc1nnsc1C(=O)Nc1cccc(Cl)c1
  3	-3.1	-2	4	0.6	-0.9	-7	0.7	0.0
33) CCOC(=O)N/N=C/c1cccc(Cl)c1Cl
  -9	-3.2	1	4	-1.0	-1.5	-1	-0.9	0.1
34) CCN(CC)S(=O)(=O)c1ccc2c(c1)c(=O)c(C(=O)NCCc1ccc(OC)c(OC)c1)cn2C
  -2	.	-10	-1	0.1	.	-19	0.5	-4.6
35) COc1ccc(OCCOC(=O)CCS(=O)(=O)c2ccc(C)cc2)cc1
  0	0.2	-3	8	-1.1	-1.8	0	-0.9	4.3
36) CC(Nc1ccc(F)cc1F)C(=O)NC(=O)NC1CCCCC1 (configuration not stated)
  0	-3.4	-10	-4	-0.9	-0.8	-5	.	0.0
37) O=c1c(-c2ccccc2)n[nH]c2ccccc12
  3	-1.4	-2	23	1.2	-0.6	-8	-3.3	-0.3
38) Cc1ccc(S(=O)(=O)n2ccc3c(OCCOCCSCC(NC(=O)OC(C)(C)C)C(=O)O)cccc32)cc1 (configuration not stated)
  4	-2.5	-5	1	1.0	2.4	-17	6.9	0.7
39) COc1ccc(CCNC(=O)c2sc(=S)n(C)c2N)cc1
  1	-2.0	-3	19	1.4	-4.3	-40	-1.1	-1.5
40) CC(=O)Nc1cc(C(=O)N(C)Cc2ccco2)ccc1Sc1ccc(Cl)cc1
  -2	-5.5	-1	-6	1.5	-1.8	-2	.	-1.2
41) CC(C)SC1=NC(C)(C)C=C(/C=C/c2ccc(Cl)cc2Cl)N1
  1	-2.3	-3	5	-0.7	-0.3	-1	.	0.5
42) COCCCn1c(SCC(N)=O)nnc1-c1ccccc1
  -4	-3.9	-4	3	0.6	2.8	2	-1.5	-0.1
43) O=C(NCCSc1ccccn1)c1ccc(Cl)cc1
  -3	-0.8	-5	-6	-1.3	1.1	-1	0.5	0.4
44) CN(C(=O)COC(=O)/C=C/c1ccc(Cl)c(Cl)c1)c1c(N)n(Cc2ccccc2)c(=O)[nH]c1=O
  -3	-0.7	-2	5	-1.1	-1.4	14	-0.3	2.4

Next part; the last 6 above are carried over.
Under each structure: Mtb FBA inh	FadD28 binding	Anthrax LF prot	GDH-TPI counter	PfHsp40 yeast	UGM FP inh	BoNT-F LC inh	Mtb BioA inh	BoNT-A LC inh2
39) COc1ccc(CCNC(=O)c2sc(=S)n(C)c2N)cc1
  1	-2.0	-3	19	1.4	-4.3	-40	-1.1	-1.5
40) CC(=O)Nc1cc(C(=O)N(C)Cc2ccco2)ccc1Sc1ccc(Cl)cc1
  -2	-5.5	-1	-6	1.5	-1.8	-2	.	-1.2
41) CC(C)SC1=NC(C)(C)C=C(/C=C/c2ccc(Cl)cc2Cl)N1
  1	-2.3	-3	5	-0.7	-0.3	-1	.	0.5
42) COCCCn1c(SCC(N)=O)nnc1-c1ccccc1
  -4	-3.9	-4	3	0.6	2.8	2	-1.5	-0.1
43) O=C(NCCSc1ccccn1)c1ccc(Cl)cc1
  -3	-0.8	-5	-6	-1.3	1.1	-1	0.5	0.4
44) CN(C(=O)COC(=O)/C=C/c1ccc(Cl)c(Cl)c1)c1c(N)n(Cc2ccccc2)c(=O)[nH]c1=O
  -3	-0.7	-2	5	-1.1	-1.4	14	-0.3	2.4
45) O=C(CN1CCc2ccccc2C1)Nc1ccc(Br)cc1
  -5	-1.0	2	-16	1.8	1.2	-3	0.6	0.2
46) COc1ccc(C(=O)N/N=C/c2cccnc2)cc1
  -2	-1.4	11	3	0.1	5.1	3	15	0.8
47) Cc1c(C(=O)N2CCCCC2)c(S(=O)(=O)NCc2ccccc2Cl)c(C)n1C
  1	-0.9	14	10	-1.2	0.1	20	0.4	12
48) CCOc1ccc(NC(=O)CCC(=O)N/N=C/c2ccc([N+](=O)[O-])s2)cc1
  0	-1.7	1	10	-1.3	-0.6	10	-3.7	1.3
49) Cc1ccc(O)c(N=Cc2sc3ccccc3c2Cl)c1
  -1	-3.1	-4	5	0.5	0.7	1	-1.2	-0.7
50) CCCCN(C(=O)c1ccc2c(c1)OCO2)C1CCS(=O)(=O)C1 (configuration not stated)
  -4	-3.0	1	-3	-0.5	0.6	-1	-1.9	1.9
